Screening results from PubChem BioAssay.
GLP1R ag: agonists of human GLP-1 receptor. P43220. 380,000 compounds, 0.007% hits. Potency, µM (highest dose often 45.6 µM), for the others: at the highest dose activation, hits mostly activators. HEK293 GLP-1R CRE-luciferase, luminescence, 4-6 h; cells express a hypersensitive GLP-1R form; also: % of control where 0% means no effect
Target sequence (P43220 whole entry, looked up): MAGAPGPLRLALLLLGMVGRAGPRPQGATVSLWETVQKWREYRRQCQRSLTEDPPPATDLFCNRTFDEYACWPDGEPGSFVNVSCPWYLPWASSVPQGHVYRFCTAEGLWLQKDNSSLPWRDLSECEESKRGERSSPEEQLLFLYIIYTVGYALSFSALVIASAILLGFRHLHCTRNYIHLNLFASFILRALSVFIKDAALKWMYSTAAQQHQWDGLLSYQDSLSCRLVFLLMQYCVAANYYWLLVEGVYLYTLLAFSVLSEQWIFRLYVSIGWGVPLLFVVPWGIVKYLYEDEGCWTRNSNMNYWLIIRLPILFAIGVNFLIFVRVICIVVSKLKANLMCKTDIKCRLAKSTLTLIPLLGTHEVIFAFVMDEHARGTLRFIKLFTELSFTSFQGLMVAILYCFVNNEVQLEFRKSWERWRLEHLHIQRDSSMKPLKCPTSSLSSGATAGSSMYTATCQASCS
HT1080 IDH1KD tx: toxicity to HT-1080 IDH1 knockdown cells (counter line). Potency, µM (doses to about 46.1 µM), without a hit: top-dose activity, negative = toxicity, actives largely listed as cytotoxic. 360,000 compounds, 2% hits. AID 686971. HT-1080 IDH1 knockdown viability, ATP luminescence, 48 h;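 also: 0% = DMSO wells and -100% = cell-free medium wells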
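Luminescent ATP read-out (CellTiter-Glo, 10 min at room temperature) after 48 h compound exposure at 37 °C gave viability of IDH1-knockdown HT-1080 cells. Activity was normalised to DMSO and cell-free wells, then fitted as concentration-response curves.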
HEK293 tox: cytotoxicity in counter-screen for GLP-1R inverse agonists; HEK293 cAMP-luciferase reporter cells, luminescence, 24 h; Potency, µM (titrated, usually from 38.3 µM), for inactives: top-dose activity change, negative = inhibition, hits mostly inhibitors; 410,000 compounds, 0.13% hits; AID 624418;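 also: loss of luciferase light is scored as toxicity; % is scaled to controls: 0 for no effect and ±100 for the full control effect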
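Step one: seed cells (200 cells/uL, DMEM with 10% Nu serum, 1% pen-strep). Step two: 12-hour incubation at 37 deg C. Step three: pin 23 nL compound, incubate 24 hr. Step four: add luciferase reagent, read luminescence 12 min later.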
KB-3-1 tox: kills parental KB-3-1 adenocarcinoma cells; KB-3-1 viability, CellTiter-Glo ATP luminescence, 72 h; Potency, µM (series often up to 46.1 µM), for inactives: at the highest dose activity change, negative = cytotoxic, hits mostly cytotoxic; 400,000 compounds, 1.4% hits; AID 1347075; also: % is scaled to controls: 0 for no effect and ±100 for the full control effect; nearly all actives have a fitted effect of over 60% in size
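KB-3-1 cells, DMEM (no phenol red) + 10% FBS; compound by pin transfer, 72 h, 37 °C. Readout: CellTiter-Glo luminescence after 10 min. Data normalized, curve-fitted.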
GLP-1R inv ag: inverse agonists of human GLP-1 receptor. 410,000 compounds, 1.6% hits. AID 624417. HEK293 GLP-1R CRE-luciferase, luminescence, 24 h; GLP-1R form is constitutively active. P43220. Potency, µM (titrated, usually from 38.3 µM), for inactives: top-dose activity change, negative = inhibition, actives largely listed as inhibitors; also: % is scaled to controls: 0 for no effect and ±100 for the full control effect; nearly all actives have a fitted effect of over 55% in size
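HEK293 cells stably co-expressing a cAMP-responsive luciferase reporter and constitutively active GLP-1R were seeded, incubated 12 h, then exposed to compounds for 24 h at 37 C. Luminescence was read 12 min after detection reagent; inverse agonists lower signal.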
HT1080NT lethal: kills 2HG-producing HT-1080-NT fibrosarcoma cells; HT-1080-NT fibrosarcoma viability, CellTiter-Glo ATP luminescence, 48 h; Potency, µM (series often up to 46.1 µM), for inactives: top-dose activity, negative = less viability, hits mostly cytotoxic; 360,000 compounds, 1.6% hits;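 also: NT is the 2HG producing partner of a matched IDH1 knockdown line; 0% = DMSO-treated cells and -100% = media-only wells without cells; nearly all actives have a fitted effect of over 55% in size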
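HT-1080-NT; 750 cells/well; 5% FBS RPMI; 48 h compound, 37 degrees C; CellTiter-Glo luminescence; curve fitting and curve-class assignment.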
KB-V1 cytotox: kills drug-selected multidrug resistant KB-V1 cells; Potency, µM (titrated, usually from 46.1 µM), inactives show at the top dose activity change, negative = cytotoxicity, most hits filed as cytotoxic; AID 1347076; 400,000 compounds, 3.4% hits; KB-V1 MDR cells viability, CellTiter-Glo, 72 h; also: % is scaled to controls: 0 for no effect and ±100 for the full control effect; nearly all actives have a fitted effect of over 60% in size
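KB-V1 MDR subline cells in DMEM (phenol-red free, 10% FBS) exposed to compounds in qHTS concentration series for 72 h at 37 degrees C. Viability read by CellTiter-Glo luminescence; concentration-effect curves fitted after normalization and correction.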
TDP43 rescue: inhibitors of TDP-43 toxicity in yeast. 410,000 compounds, 1.8% hits. TDP-43 expressing yeast growth rescue, BacTiter-Glo, 24 h. AID 652104. Potency, µM (doses to about 46.1 µM), for the others: at the top dose growth rescue (activation), usual class: activators; also: % of control where 0% means no effect; nearly all actives have a fitted effect of over 50% in size
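Cell-based yeast growth screen: TDP-43 expression induced in galactose, inoculum OD600=0.02 after raffinose pregrowth to mid-log. Read-out BacTiter-Glo luminescence at 24 hr, 30 deg C; inhibition of toxicity seen as signal increase.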
SW480 rereplic: DNA re-replication induction in SW480 cells; 340,000 compounds, 1.8% hits; AID 624297; SW480 DNA re-replication, Hoechst DNA content imaging, 48 h; Potency, µM (doses to about 46.1 µM), inactives show top-dose re-replication activation, actives largely listed as activators; also: % of control where 0% means no effect; nearly all actives have a fitted effect of over 55% in size
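Readout is total intensity of Hoechst-stained nuclei, excited at 405 nm and collected at 500-530 nm. Compound treatment lasted 48 hr at 37 C in 5% CO2 before staining.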
* hit, by the source's call; [ ] = remark or other dose. Calls follow the shape of the dose curve; as a rule, active = well fitted curve in the direction sought with a large enough effect; inconclusive = small, poorly fitted or top-dose-only effect, or another doubt; inactive = no such curve, though single readings can be large; an effect the other way counts as inactive or inconclusive. Potency is read from the fitted curve at half-maximal effect.

Screening O=C(CN(Cc1ccccc1Cl)C(=O)c1ccc(CN2CCOCC2)o1)NCc1ccccc1 returned GLP1R ag -1%, HT1080 IDH1KD tx 4%, HEK293 tox -15%, KB-3-1 tox 10%, GLP-1R inv ag 4%, HT1080NT lethal 3%, KB-V1 cytotox 12µM*, TDP43 rescue -10% and SW480 rereplic 7%.
Screening CCn1nc(C(=O)OCC(=O)c2c[nH]c3ccccc23)c2ccccc2c1=O returned GLP1R ag 0%, HT1080 IDH1KD tx -17%, HEK293 tox 2%, KB-3-1 tox 8%, GLP-1R inv ag 0%, HT1080NT lethal -4%, KB-V1 cytotox inconclusive, TDP43 rescue inconclusive and SW480 rereplic 3%.
O=C(CCN1C(=O)COc2ccccc21)N1CCCCC1 was read as GLP1R ag 5%, HT1080 IDH1KD tx 9%, HEK293 tox 10%, KB-3-1 tox -2%, GLP-1R inv ag 12%, HT1080NT lethal 10%, KB-V1 cytotox -5%, TDP43 rescue -12% and SW480 rereplic -4%.
`COc1ccc(OC)c(-n2c(-c3ccc(C)cc3)n[nH]c2=S)c1` gave GLP1R ag 3%, HT1080 IDH1KD tx 7%, HEK293 tox -2%, KB-3-1 tox 13%, GLP-1R inv ag -2%, HT1080NT lethal 8%, KB-V1 cytotox -10%, TDP43 rescue 10% and SW480 rereplic -1%.
Cc1ccc(-n2nc(CC#N)c(C#N)c2N)cc1 was read as GLP1R ag -1%, HT1080 IDH1KD tx 9%, HEK293 tox 6%, KB-3-1 tox 0%, GLP-1R inv ag 6%, HT1080NT lethal 1%, KB-V1 cytotox 0%, TDP43 rescue 8% and SW480 rereplic -3%.
Screening O=C(NCC1CCCO1)c1cc2n(n1)C(C(F)(F)F)CC(c1ccc(F)cc1)N2 (centres undefined) returned GLP1R ag 9%, HT1080 IDH1KD tx 8%, HEK293 tox 1%, KB-3-1 tox 3%, GLP-1R inv ag -11%, HT1080NT lethal 2%, KB-V1 cytotox 21µM*, TDP43 rescue 20% and SW480 rereplic -5%.
`CC(=O)Nc1ccc(NC(=O)COC(=O)Cc2c[nH]c3ccccc23)cc1` gave GLP1R ag -3%, HT1080 IDH1KD tx -2%, HEK293 tox -8%, KB-3-1 tox -17%, GLP-1R inv ag 17%, HT1080NT lethal -2%, KB-V1 cytotox 3%, TDP43 rescue 6% and SW480 rereplic inconclusive.
For COc1ccccc1C(CNC(=O)C1CC(=O)N(Cc2ccc(C)cc2)C1)N1CCCC1 (centres undefined) the results were GLP1R ag -2%, HT1080 IDH1KD tx 6%, HEK293 tox -1%, KB-3-1 tox 7%, GLP-1R inv ag -17%, HT1080NT lethal -1%, KB-V1 cytotox 0%, TDP43 rescue 12% and SW480 rereplic -3%.
`C#CC1(NC(=O)NC(=O)c2c(F)cccc2F)CCCCC1` gave GLP1R ag -5%, HT1080 IDH1KD tx 18%, HEK293 tox -17%, KB-3-1 tox 4%, GLP-1R inv ag -8%, HT1080NT lethal inconclusive, KB-V1 cytotox 8%, TDP43 rescue 12% and SW480 rereplic 1%.
Screening O=C(Cn1ccc([N+](=O)[O-])n1)N1CCCc2ccccc21 returned GLP1R ag -2%, HT1080 IDH1KD tx -6%, HEK293 tox -1%, KB-3-1 tox -4%, GLP-1R inv ag 0%, HT1080NT lethal -13%, KB-V1 cytotox inconclusive, TDP43 rescue -1% and SW480 rereplic 0%.
Screening O=c1cc(CN2CCN(c3ccccc3)CC2)c2ccccc2o1 returned GLP1R ag -3%, HT1080 IDH1KD tx 6%, HEK293 tox 1%, KB-3-1 tox 0%, GLP-1R inv ag 25%, HT1080NT lethal 8%, KB-V1 cytotox 19% and TDP43 rescue 48%.
Screening CC[C@H](C)[C@@H](COC=O)NC(=O)[C@H]1O[C@@H](n2ccc(N)nc2=O)[C@H](O)[C@@H]1O returned GLP1R ag 3%, HT1080 IDH1KD tx 8%, HEK293 tox -1%, KB-3-1 tox -1%, GLP-1R inv ag 0%, HT1080NT lethal 21%, KB-V1 cytotox -8% and TDP43 rescue 0%.

The final 3 compounds of the part before are carried over, then new ones follow.
Screening O=C(Cn1ccc([N+](=O)[O-])n1)N1CCCc2ccccc21 returned GLP1R ag -2%, HT1080 IDH1KD tx -6%, HEK293 tox -1%, KB-3-1 tox -4%, GLP-1R inv ag 0%, HT1080NT lethal -13%, KB-V1 cytotox inconclusive, TDP43 rescue -1% and SW480 rereplic 0%.
Screening O=c1cc(CN2CCN(c3ccccc3)CC2)c2ccccc2o1 returned GLP1R ag -3%, HT1080 IDH1KD tx 6%, HEK293 tox 1%, KB-3-1 tox 0%, GLP-1R inv ag 25%, HT1080NT lethal 8%, KB-V1 cytotox 19% and TDP43 rescue 48%.
Screening CC[C@H](C)[C@@H](COC=O)NC(=O)[C@H]1O[C@@H](n2ccc(N)nc2=O)[C@H](O)[C@@H]1O returned GLP1R ag 3%, HT1080 IDH1KD tx 8%, HEK293 tox -1%, KB-3-1 tox -1%, GLP-1R inv ag 0%, HT1080NT lethal 21%, KB-V1 cytotox -8% and TDP43 rescue 0%.
For CCOC(=O)CCNC(=O)Nc1ccc2nc(C)n(Cc3ccc(Cl)cc3)c(=O)c2c1 the results were GLP1R ag 10%, HT1080 IDH1KD tx 0%, HEK293 tox -1%, KB-3-1 tox 16%, GLP-1R inv ag 15%, HT1080NT lethal 0%, KB-V1 cytotox -1%, TDP43 rescue 0% and SW480 rereplic -8%.
O=c1c(Cl)c(N2CCOCC2)cnn1-c1ncc(C(F)(F)F)cc1Cl was read as GLP1R ag 2%, HT1080 IDH1KD tx 12%, HEK293 tox 14%, KB-3-1 tox inconclusive, GLP-1R inv ag 9%, HT1080NT lethal inconclusive, KB-V1 cytotox inconclusive, TDP43 rescue 0% and SW480 rereplic -9%.
For O=C(O)/C=C/c1cccc(NS(=O)(=O)c2ccccc2)c1 the results were GLP1R ag -2%, HT1080 IDH1KD tx 20%, HEK293 tox 11%, KB-3-1 tox 6%, GLP-1R inv ag 6%, HT1080NT lethal 6%, KB-V1 cytotox 12%, TDP43 rescue -12% and SW480 rereplic -3%.
Screening CCCNS(=O)(=O)c1ccc(-n2cnnn2)c(OC)c1 returned GLP1R ag -4%, HT1080 IDH1KD tx 7%, HEK293 tox 0%, KB-3-1 tox 1%, GLP-1R inv ag 6%, HT1080NT lethal 6%, KB-V1 cytotox inconclusive, TDP43 rescue 1% and SW480 rereplic -14%.
`CCc1cc(=O)oc2c(C)c(OC(C)C(=O)NC3CC(C)(C)NC(C)(C)C3)ccc12` (centres undefined) gave GLP1R ag 10%, HT1080 IDH1KD tx 15%, HEK293 tox -2%, KB-3-1 tox 12%, GLP-1R inv ag inconclusive, HT1080NT lethal 10%, KB-V1 cytotox 0%, TDP43 rescue 10% and SW480 rereplic -15%.
For CC(C)c1ccc(NS(=O)(=O)c2ccc(N3C(=O)CCC3=O)cc2)cc1 the results were GLP1R ag 14%, HT1080 IDH1KD tx 6%, HEK293 tox -1%, KB-3-1 tox -1%, GLP-1R inv ag -2%, HT1080NT lethal 1%, KB-V1 cytotox 0%, TDP43 rescue -8% and SW480 rereplic -5%.
For CC(C)c1ccc(CN2CCC(n3nccc3NC(=O)C3CCCC3)CC2)cc1 the results were GLP1R ag 2%, HT1080 IDH1KD tx -20%, HEK293 tox -5%, KB-3-1 tox -29%, GLP-1R inv ag inconclusive, HT1080NT lethal -28%, KB-V1 cytotox 5.2µM* and TDP43 rescue 23%.
NC(=S)N=Nc1c(O)n(C2OC(=O)c3ccccc32)c2ccccc12 (centres undefined) was read as GLP1R ag -15%, HT1080 IDH1KD tx 0%, HEK293 tox inconclusive, KB-3-1 tox inconclusive, GLP-1R inv ag 10%, HT1080NT lethal 7%, KB-V1 cytotox -8%, TDP43 rescue -9% and SW480 rereplic 12%.
Screening O=C(C1CCCO1)N1CCN(C(=S)Nc2ccc(Cl)c(Cl)c2)CC1 (centres undefined) returned GLP1R ag 5%, HT1080 IDH1KD tx 0%, HEK293 tox 0%, KB-3-1 tox -1%, GLP-1R inv ag -53%, HT1080NT lethal -16%, KB-V1 cytotox 29%, TDP43 rescue -17% and SW480 rereplic 2%.
For Cc1ccc(NC(=O)c2snc3ccc(Cl)cc23)cc1C the results were GLP1R ag -8%, HT1080 IDH1KD tx -13%, HEK293 tox 4%, KB-3-1 tox -2%, GLP-1R inv ag 0%, HT1080NT lethal 6%, KB-V1 cytotox 27%, TDP43 rescue 21% and SW480 rereplic 0%.
For CCOc1c(Cl)cc(CNc2nnnn2C)cc1OC the results were GLP1R ag 3%, HT1080 IDH1KD tx -1%, HEK293 tox -6%, KB-3-1 tox 2%, GLP-1R inv ag 1%, HT1080NT lethal 3%, KB-V1 cytotox 0% and SW480 rereplic -66%[inhibitor][1.84 µM].
[N-]=[N+]=NC1C[C@H](n2ccc(=O)[nH]c2=O)O[C@@H]1CO (some centres undefined) was read as GLP1R ag -5%, HT1080 IDH1KD tx 14%, HEK293 tox 2%, KB-3-1 tox 0%, GLP-1R inv ag 10%, HT1080NT lethal inconclusive, KB-V1 cytotox 17%, TDP43 rescue 14% and SW480 rereplic -52%[inhibitor].
`CCc1cc(=O)oc2c3c(cc(OCC(=O)NCc4cccnc4)c12)OC(C)(C)CC3` gave GLP1R ag 27%, HT1080 IDH1KD tx -3%, HEK293 tox 3%, KB-3-1 tox 0%, GLP-1R inv ag inconclusive, HT1080NT lethal -3%, KB-V1 cytotox inconclusive, TDP43 rescue 5% and SW480 rereplic 1%.
